bCat KO growth: primary screen for growth suppressors in beta-catenin knockout HCT116 cells (colon tumor, human); viability, % at 10 µM; HCT116 beta-catenin knockout viability, CellTiter-Glo, 60 h; stronger effect = lower value; 1.5% of 140,000 active; AID 818, 2007;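 active = viability at or under a set limit, the compound median less 4 SD, cut at about 6% in these data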;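 note: 0% = Hyamine 1622 control at 20 µM and 100% = untreated cell control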
NPY Y2 blocker: NPY-Y2 receptor antagonists, primary screen, cell-based. NPY-Y2 expressing cells, antagonist mode. inhibition, % at 2.7 µM. 0.99% of 140,000 active; in the data active = inhibition above about 17%;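 note: 0% = vehicle with agonist challenge and 100% = reference antagonist with challenge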
Target sequence (P49146 whole entry, looked up): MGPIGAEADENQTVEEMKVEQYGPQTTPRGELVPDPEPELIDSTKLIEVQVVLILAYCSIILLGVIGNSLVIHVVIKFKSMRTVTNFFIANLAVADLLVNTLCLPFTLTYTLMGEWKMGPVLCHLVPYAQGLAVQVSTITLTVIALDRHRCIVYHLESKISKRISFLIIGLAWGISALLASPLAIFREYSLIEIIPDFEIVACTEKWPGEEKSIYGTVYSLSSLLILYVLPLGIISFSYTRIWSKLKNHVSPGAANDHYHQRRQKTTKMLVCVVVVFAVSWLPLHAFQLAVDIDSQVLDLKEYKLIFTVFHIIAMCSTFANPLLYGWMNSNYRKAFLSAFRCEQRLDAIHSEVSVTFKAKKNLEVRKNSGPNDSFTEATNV
Phagocytosis inh: inhibitors of macrophage phagocytosis, primary screen, imaging, J774A.1 cells, IgG beads; J774A.1 macrophage IgG-bead phagocytosis; 0.07% of 110,000 active; inhibition, % at 5 µM;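 active = inhibition above the mean of the plate negative controls plus 5 SD, cut at about 13% in these data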;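 note: phagocytic index as fraction of beads internalized from green versus red external bead signal; plate controls were DMSO negative control for no effect and cytochalasin-D positive control for full effect; some results beyond the cut were filed as inactive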
GALR2 antag: GALR2 antagonists in receptor-expressing cells, primary screen; AID 828, 2007; Galanin receptor type 2 (Homo sapiens), O43603; inhibition, % at 4 µM; antagonist mode; 0.39% of 140,000 active; in the data active = inhibition above about 27%;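 note: cells stimulated with galanin 1-16 at roughly its EC80; 0% = agonist challenge control and 100% = basal control without agonist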
Target sequence (O43603 whole entry, looked up): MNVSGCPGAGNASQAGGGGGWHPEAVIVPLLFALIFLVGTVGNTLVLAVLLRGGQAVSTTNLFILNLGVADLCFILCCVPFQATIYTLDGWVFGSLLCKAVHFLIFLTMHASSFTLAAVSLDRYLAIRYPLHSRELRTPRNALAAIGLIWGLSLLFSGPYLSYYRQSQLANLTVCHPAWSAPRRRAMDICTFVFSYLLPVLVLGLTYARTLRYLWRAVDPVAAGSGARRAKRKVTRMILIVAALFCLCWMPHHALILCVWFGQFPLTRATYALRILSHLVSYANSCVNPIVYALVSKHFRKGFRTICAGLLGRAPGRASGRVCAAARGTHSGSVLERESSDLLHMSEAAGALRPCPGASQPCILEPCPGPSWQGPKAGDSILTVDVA
Yeast life ext: compounds extending yeast replicative lifespan, primary screen, S. cerevisiae, OD615. S. cerevisiae growth with nicotinamide; deaD strain in restrictive glucose medium. inhibition of the nicotinamide effect, % at 10 µM. 0.68% of 130,000 active. AID 775, 2007;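 active = inhibition above a set limit, placed 3 SD over the median of all compounds, cut at about 26% in these data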;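 note: 0% = nicotinamide-treated wells and 100% = cells grown without nicotinamide; some compounds called inactive have numbers as strong as hits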
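Material: Modified budding yeast, DeaD strain | Medium: Restrictive glucose medium | Probe or stimulus: 1.5 mM nicotinamide | Dosing: Single dose 10 µM compound, 0.25% DMSO | Times: 48 h at 30 °C | Technique: OD615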
MRP-1 activ: H69AR viability gain despite doxorubicin, primary screen, MRP-1 activator project, H69AR cells, CellTiter-Glo; viability increase, % at 10 µM; AID 799, 2007; viability rescue; 0.61% of 140,000 active;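 active = viability gain under doxorubicin at or above a set limit, the compound median plus 3 SD, cut at about 4.7% in these data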;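 note: MRP-1 overexpressing cells given doxorubicin 25 µM after compound pretreatment; 18-22 h compound pretreatment then 72 h with doxorubicin before readout; 0% = doxorubicin-only wells and 100% = vehicle-treated cells without doxorubicin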
Measles CPE: compounds protecting cells from measles virus cytopathic effect, primary screen, measles RdRp inhibitor project, single point, MLSMR library, absorbance. Measles virus-infected cells, CPE protection. protection (pct of control), % at 4 µM. 1.5% of 140,000 active. AID 841, 2007; in the data active = protection mostly above about 24%, no sharp cut-off; inactive = mostly below about 26%; note: some compounds called inactive have numbers as strong as hits
BB579 growth dn: growth inhibitors of yeast BB579 in restrictive medium, primary screen, yeast lifespan-shortening project, S. cerevisiae; inhibition, % at 10 µM; OD615, 48 h; 0.51% of 140,000 active;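 active = inhibition above a set limit, 3 SD over the mean compound inhibition, cut at about 44% in these data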; note: inactives centre near -24
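controls = amphotericin B 10 µg/mL, positive | assay system = DeaD yeast strain BB579 | schedule = 48 h compound exposure at 30 °C after 4 h preincubation | detection = OD615 turbidity measurement | medium = restrictive CSMM-D medium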
HCT116 PTEN-null: growth suppression of PTEN-null HCT116, primary screen, cell-based, CellTiter-Glo; HCT116 PTEN-null viability, 60 h; stronger effect = lower value; viability, % at 10 µM; 1.2% of 140,000 active; AID 827, 2007;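 active = viability at or below a set limit, 4 SD under the median of all tested compounds, cut at about 3.7% in these data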;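 note: PTEN knockout HCT116 line with beta catenin targeted HCT116 as companion control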
E-sel TNF inh: E-selectin induction blockers in HUVEC – imaging, immunofluorescence, high content, primary screen | HUVEC TNFa-induced E-selectin immunofluorescence | inhibition, % at 2 µM | 0.71% of 120,000 active;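 active = inhibition above the batch mean plus 3 SD, and confirmed as a hit on visual image review, cut at about 43% in these data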;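 note: 0% = TNF-stimulated DMSO wells and 100% = unstimulated control wells; not every result past the cut was called active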
* marks the source's active call; other numbers are inactive results; nt = no result given.

SMILES | bCat KO growth | NPY Y2 blocker | Phagocytosis inh | GALR2 antag | Yeast life ext | MRP-1 activ | Measles CPE | BB579 growth dn | HCT116 PTEN-null | E-sel TNF inh
NC(=O)CSc1nc2scc(-c3ccco3)c2c(=O)n1-c1ccccc1 | 88 | 3 | -1 | -2 | -12 | -1.1 | 4 | -31 | 100 | 3
O=C(NCc1ccc2c(c1)OCO2)c1cc(-c2ccccc2Cl)on1 | 93 | 22* | nt | 0 | -2 | 0.7 | 14 | -31 | 93 | -29
CCC(C)c1ccc(NC(=O)c2cccs2)cc1 (stereo unspecified) | 68 | 1 | -1 | -1 | -17 | 2.5 | 4 | 1 | 63 | 5
Cn1nnnc1SCC(=O)NCCCc1ccccc1 | 100 | 1 | 0 | -4 | -1 | 0.2 | 0 | -2 | 95 | -5
CCCN(C(=O)CSc1nnc(-c2ccoc2C)n1N)C1CCS(=O)(=O)C1 (stereo unspecified) | 22 | 1 | 0 | 4 | -18 | -1.6 | 39 | -38 | 28 | -6
COCCNC(=O)c1cc2c(=O)n(C)c3ccccc3c2n1C | 85 | 1 | 0 | 7 | -12 | -1.7 | 22 | 32 | 95 | 0
COc1ccc(Cl)cc1C(=O)NCCN(C)C | 100 | 2 | 0 | -4 | 0 | 1.4 | 4 | 18 | 101 | 0
Nc1nc(Nc2ccc(Cl)cc2Cl)nc(C(F)(F)F)n1 | 81 | 4 | -1 | -18 | -15 | 0.2 | 13 | -48 | 86 | 9
Cn1cc(C(=O)Nc2ccc(F)c(Cl)c2)cn1 | 92 | 4 | nt | 3 | 0 | -0.1 | 3 | -27 | 94 | nt
Cc1onc(-c2ccccc2)c1C(=O)N1CCCSC1=Nc1ccccc1 | 90 | 4 | 0 | -4 | -19 | -3.6 | 2 | -7 | 95 | -2
c1csc(Cn2nnnc2CN2CCN(c3nc4ccccc4s3)CC2)c1 | 42 | 0 | 0 | 11 | 41 | -1.2 | 22 | -30 | 39 | 3
COCCNC(=O)C(c1ccc(C)o1)N(C(=O)c1snc(C(N)=O)c1N)c1cccc(C)c1 (stereo unspecified) | 85 | -2 | -1 | -4 | -19 | -2.2 | 2 | -32 | 89 | nt
COc1ccc(-c2c(C)nn(-c3ccccc3)c2N)cc1OC | 95 | 2 | nt | -6 | nt | -0.2 | 4 | -12 | 88 | 3
CC(=O)NCc1ccc(-c2csc(N)n2)s1 | 104 | 2 | 1 | 1 | -13 | -3.8 | 7 | -37 | 99 | nt
NC1=C([N+](=O)[O-])C(c2ccccc2)C2=C(CCCC2=O)O1 (stereo unspecified) | 90 | 2 | -4 | -2 | 6 | -1.7 | 15 | -44 | 96 | 3
CN(C(=O)CSC1=NCCS1)c1ccccc1 | 90 | -1 | 1 | -5 | -6 | -3.2 | 7 | 5 | 89 | 13
Cn1c(=O)c2c(-c3cccc(F)c3)c3c(nc2n(C)c1=O)-c1ccccc1C3O (stereo unspecified) | 84 | -1 | nt | -2 | -13 | 0.1 | 0 | -13 | 83 | nt
CN(Cc1ccccc1)c1ncnc2ccc(Br)cc12 | 71 | 10 | -1 | 6 | 20 | -1.4 | 10 | -44 | 75 | -10
C=CCn1c(CSc2nc3ccccc3s2)nnc1SCC(=O)NCCN1CCOCC1 | 100 | -2 | -1 | 9 | -2 | -1.0 | 15 | -20 | 99 | -53
Cc1cccc(-c2cc(C(=O)NCc3ccccn3)c3ccccc3n2)c1 | 81 | 9 | -5 | 5 | -5 | -2.4 | 14 | -21 | 64 | nt

Quoted at random: 3 records from the list, in no set order.
SMILES | bCat KO growth | NPY Y2 blocker | Phagocytosis inh | GALR2 antag | Yeast life ext | MRP-1 activ | Measles CPE | BB579 growth dn | HCT116 PTEN-null | E-sel TNF inh
COc1ccc(-c2c(C)nn(-c3ccccc3)c2N)cc1OC | 95 | 2 | nt | -6 | nt | -0.2 | 4 | -12 | 88 | 3
CN(Cc1ccccc1)c1ncnc2ccc(Br)cc12 | 71 | 10 | -1 | 6 | 20 | -1.4 | 10 | -44 | 75 | -10
Cn1c(=O)c2c(-c3cccc(F)c3)c3c(nc2n(C)c1=O)-c1ccccc1C3O (stereo unspecified) | 84 | -1 | nt | -2 | -13 | 0.1 | 0 | -13 | 83 | nt

(next part)
SMILES | bCat KO growth | NPY Y2 blocker | Phagocytosis inh | GALR2 antag | Yeast life ext | MRP-1 activ | Measles CPE | BB579 growth dn | HCT116 PTEN-null | E-sel TNF inh
O=[N+]([O-])c1cc(-c2ccc(/C=N/c3nc4ccccn4c3-c3ccco3)o2)ccc1Cl | 85 | -1 | nt | 0 | -4 | -3.0 | 1 | -24 | 92 | 39
O=C(CCN(NC(=O)c1ccccc1)C1=NS(=O)(=O)c2ccccc21)NC1CCCCC1 | 93 | 1 | -6 | 2 | 5 | -1.2 | 2 | -16 | 93 | -12
O=C(O)CN1C(=O)CNC1=O | 94 | 2 | 0 | 14 | -12 | -1.7 | 9 | -20 | 89 | -13
COC(=O)[C@@]1(Cc2ccc(OC)cc2)[C@H]2c3cc(C(=O)N(C)C)n(C[C@H](O)CO)c3C[C@H]2CN1C(=O)c1ccccc1 | 98 | 2 | nt | 1 | 0 | -2.6 | 22 | -10 | 100 | -21
CCCCN(Cc1ccccc1)S(=O)(=O)c1ccc2[nH]c(=O)oc2c1 | 83 | 1 | -4 | 3 | 0 | -4.8 | 5 | -50 | 82 | 29
CC(C)(C)NC(=O)CSc1nc2ccccc2n1-c1ccccc1 | 91 | 9 | -2 | 2 | -10 | -3.2 | 22 | -14 | 91 | -11
Nc1ccc(S(=O)(=O)NNC(=O)C(=O)NNc2ccccc2)cc1 | 96 | 4 | nt | 10 | -1 | -1.4 | 9 | -21 | 94 | -9
O=C(COC(=O)CSc1nnc(-c2ccc(Cl)cc2)o1)Nc1cc(Cl)cc(Cl)c1 | 97 | 8 | -6 | -1 | -4 | 0.3 | 6 | -26 | 97 | nt
c1ccc(-c2csc(Cc3nnc4n3CCCCC4)n2)cc1 | 96 | 5 | -2 | -3 | -23 | -3.0 | 12 | 23 | 88 | 3
C#CCOCCOCCOCCNc1nc(N2CCN(C(=O)[C@H]([C@@H](C)CC)n3cc(CCCN=C(N)N)nn3)CC2)nc(N2CCN(C(=O)[C@H](C)n3cc(CCCN=C(N)N)nn3)CC2)n1 | 96 | 1 | nt | 9 | 8 | -0.8 | 3 | -19 | 94 | -18
CSc1ccc(-c2nc3cnccn3c2Nc2ccc3c(c2)OCO3)cc1 | 38 | 12 | -1 | 13 | -8 | -2.3 | 10 | -40 | 33 | -57
COc1ccc(CN2CCN(c3ncccn3)CC2)c(OC)c1 | 88 | 18* | 0 | 22 | -13 | -1.4 | 2 | -16 | 81 | -32
CCOC(=O)C1C(=O)CC(C)(O)C(C(=O)OCC)C1c1ccc(Br)cc1 (stereo unspecified) | 78 | 10 | nt | 15 | -5 | -2.2 | 6 | -29 | 68 | nt
Cc1ccc(-c2cn3c(=S)[nH]nc3s2)cc1 | 93 | 0 | nt | 1 | -11 | -0.6 | 7 | -16 | 96 | -20
c1ccc(OCc2nnc3sc(C4COc5ccccc5O4)nn23)cc1 (stereo unspecified) | 99 | 7 | -1 | -6 | -7 | -1.3 | 13 | -18 | 101 | 4
O=C(CSc1nnnn1-c1ccccc1F)Nc1nc2ccccc2s1 | 105 | 2 | 0 | 2 | -10 | -2.6 | 1 | -51 | 93 | -18
COc1ccc(-c2nc(SC)n(S(=O)(=O)c3ccccc3)n2)cc1 | 95 | 2 | 0 | -8 | nt | 1.4 | 5 | -22 | 102 | 8
O=C(N/N=C/c1ccc(O)cc1)c1nc(-c2ccccc2)n(-c2ccccc2)n1 | 90 | 3 | -2 | 9 | -4 | -1.8 | 7 | -37 | 96 | nt
CCCN(CCC)C(=O)Cn1c2ccccc2c2nc(=O)cc(C)n21 | 74 | 9 | -1 | 5 | -10 | -4.2 | 10 | -1 | 82 | -5
O=C1CC(c2cccs2)c2cc3c(cc2N1)OCCO3 (stereo unspecified) | 76 | 1 | -1 | 8 | 4 | -5.6 | 5 | -37 | 69 | -10
Cc1c(=O)n(OCc2cccc(F)c2)c2ccccc2[n+]1[O-] | 95 | 1 | 1 | 4 | -23 | -1.4 | 0 | -30 | 92 | -15
CCN1CC=C2C(C#N)=C(N)C(C#N)(C#N)[C@H](c3cccc(OC)c3OC)[C@H]2C1 | 76 | 2 | -2 | 6 | -22 | -4.6 | 20 | -44 | 80 | 4
CN(C)c1oc(COc2ccc(F)cc2)nc1C#N | 99 | 3 | 0 | 1 | 0 | 3.7 | 6 | -25 | 93 | -8
COc1ccccc1CCNC(=O)CCSc1nc(-c2ccco2)cc(C(F)(F)F)n1 | 75 | 5 | nt | 5 | nt | -0.1 | 22 | -18 | 70 | -14
CCOC(=O)c1c(/N=C/c2ccc(O)cc2O)sc2c1CCC2 | 100 | 2 | -6 | 4 | -8 | -3.0 | 5 | -8 | 99 | nt
CCOCCCNC(=O)c1ccc2c(c1)N(Cc1ccccc1)C(=O)CS2=O (stereo unspecified) | 102 | 1 | 0 | 0 | -8 | -0.9 | 6 | 1 | 99 | nt
CCOC(=O)N1CCN(c2cc(=O)n(-c3ccc(Br)cc3)c(=O)[nH]2)CC1 | 106 | 2 | 0 | 5 | -8 | -2.3 | 11 | 14 | 98 | -15
Cc1ccc(OCC(=O)Nc2ccccc2N2CCOCC2)c(C)c1 | 84 | 1 | nt | -4 | -16 | -1.2 | 18 | -22 | 79 | 3
CCCCn1c(=O)[nH]c(=O)c2c1nc(CN1C(=O)c3ccccc3S1(=O)=O)n2CCC | 108 | 1 | 1 | -7 | 1 | -0.3 | 14 | -100 | 104 | -43
COc1ccc(C(OC(=O)c2ccco2)C(=O)NC2CCCCC2)cc1 (stereo unspecified) | 92 | -1 | nt | -10 | nt | -2.0 | 5 | -44 | 97 | -13
COc1ccc(Oc2cc(C)c3cccc(C)c3n2)cc1 | 75 | 0 | 0 | -4 | -9 | 0.5 | 3 | -23 | 76 | -2
CC(C)CCn1c(SCC(=O)c2ccccc2)nc2c1c(=O)[nH]c(=O)n2C | 88 | -1 | -1 | 1 | -5 | -2.1 | 10 | -45 | 96 | -38
Cc1ccc(NC(=O)NC2(C(=O)NCc3ccccc3)CCCCC2)cc1 | 92 | 1 | -1 | 18 | 1 | 1.9 | 9 | -6 | 96 | nt
NNC(=S)NCc1ccc2c(c1)OCO2 | 87 | 2 | -8 | 2 | 2 | 0.3 | 7 | -10 | 94 | nt
Cc1ccc(C(=O)CC2(O)C(=O)N(CCc3ccccc3)c3ccc(Br)cc32)o1 (stereo unspecified) | 75 | 2 | 1 | 2 | -21 | -1.4 | 5 | -10 | 73 | 24
CCN1CCN(CCCOc2ccc(-c3ccccc3)cc2)CC1 | 1.8* | 5 | 1 | -9 | -18 | -1.7 | 2 | 17 | 2.0* | 7
